Compound activity: PubChem BioAssay, several laboratories
ERa SRC1 inh: ER-alpha (human) coactivator binding inhibition; TR-FRET ER-alpha LBD / SRC-1 peptide, estradiol-bound; inhibition, % at 25.6 µM; 1.7% of 86,000 active; AID 629; in the data active means inhibition above about 50%;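 further: 0% = receptor plus peptide control and 100% = peptide only without receptor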
ERb coact inh: ER-beta (human) coactivator binding inhibition. Q92731. TR-FRET ER-beta LBD / SRC1-Cy5 peptide binding; receptor agonist-loaded with 1 µM estradiol. inhibition, % at 25.6 µM. 1.3% of 86,000 active;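 active means compounds whose percent inhibition of the receptor-coactivator binding signal exceeds about 50% in the single-dose screen, limit read from the data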;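 further: 0% = receptor plus peptide wells without compound and 100% = peptide-only wells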
Plk1 PBD FP: blocks phosphopeptide binding to human Plk1 polo box domain | AID 693 | Plk1 PBD phosphopeptide binding, fluorescence polarization | 0.13% of 97,000 active | inhibition, %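 (tested at about 20 µM)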 | P53350; in the data active means inhibition above about 34%, passing the limit was not always enough
PLK1 inh: blocks human PLK1 kinase activity; AID 619; inhibition, % at 10 µM; P53350; recombinant PLK1 kinase, TR-FRET peptide phosphorylation; 0.53% of 97,000 active;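 active means inhibition of 50% or more in the single-concentration screen; inactive means inhibition below 50%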;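 further: 0% = DMSO max control and 100% = H-89 dihydrochloride min control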
FAK inh: blocks human focal adhesion kinase activity | biochemical FAK kinase activity assay | inhibition, %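 (tested at 7 µM)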 | 0.84% of 97,000 active | AID 727; in the data active means inhibition above about 19%;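 further: 0% = DMSO and 100% = reference compound high control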
CD11b adhes enh: enhancers of human CD11b/CD18 binding to fibrinogen; P05107+P11215; K562 CD11b/CD18 adhesion to fibrinogen, ATPlite luminescence; activation, % at 10 µM; 0.07% of 93,000 active; AID 1499;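 active means 10 µM primary screen giving 50% or more activity, confirmed by 40% or more on retest at that dose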; further: strong numbers were not always called active
Target sequence (P05107 whole entry, looked up, other chains not shown): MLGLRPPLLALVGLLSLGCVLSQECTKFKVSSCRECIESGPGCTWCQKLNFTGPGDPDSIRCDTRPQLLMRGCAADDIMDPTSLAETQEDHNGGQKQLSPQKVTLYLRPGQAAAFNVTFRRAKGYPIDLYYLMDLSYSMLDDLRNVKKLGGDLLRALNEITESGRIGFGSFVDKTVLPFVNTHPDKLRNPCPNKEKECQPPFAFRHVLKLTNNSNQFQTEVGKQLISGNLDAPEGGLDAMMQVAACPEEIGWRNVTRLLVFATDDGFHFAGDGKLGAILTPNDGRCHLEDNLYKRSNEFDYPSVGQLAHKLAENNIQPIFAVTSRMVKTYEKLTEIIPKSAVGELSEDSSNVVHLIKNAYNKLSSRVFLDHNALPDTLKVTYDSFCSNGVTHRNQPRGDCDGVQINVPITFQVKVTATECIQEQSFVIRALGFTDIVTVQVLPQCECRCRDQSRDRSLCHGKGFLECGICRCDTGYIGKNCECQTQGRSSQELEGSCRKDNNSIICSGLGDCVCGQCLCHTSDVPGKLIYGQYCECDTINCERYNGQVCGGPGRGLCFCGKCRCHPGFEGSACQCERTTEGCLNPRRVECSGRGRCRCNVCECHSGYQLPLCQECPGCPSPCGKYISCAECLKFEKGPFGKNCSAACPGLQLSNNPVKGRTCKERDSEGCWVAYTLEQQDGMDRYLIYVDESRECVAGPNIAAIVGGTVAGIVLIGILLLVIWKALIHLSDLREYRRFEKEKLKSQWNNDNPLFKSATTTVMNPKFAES
Rev-RRE block: HIV Rev-RRE protein-RNA interaction inhibition | Rev peptide-RRE RNA binding, FRET | inhibition, % at 8 µM | 0.79% of 97,000 active | AID 704;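 active means inhibition above the screen-wide mean plus 3 SD, cut at about 35% in these data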;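 further: 0% = median DMSO wells and 100% = median Neomycin B control wells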
Target sequence (P05866 whole entry, looked up): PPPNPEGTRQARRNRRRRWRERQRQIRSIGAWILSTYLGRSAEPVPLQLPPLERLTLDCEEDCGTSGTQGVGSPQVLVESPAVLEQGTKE
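Assay system: labelled RRE RNA duplex and labelled Rev peptide / Medium: HEPES pH 7.5 salt buffer with EDTA / Reagent: labelled Rev peptide / Schedule: 5 + 15 min at 25 °C / Signal: FRET, excitation 480 nm, emission 540 nm donor and 671 nm acceptor / Benchmarks: DMSO and neomycin B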
Mac1 fbg inh: inhibitors of human CD11b/CD18 binding to fibrinogen | 0.54% of 93,000 active | P05107+P11215 | inhibition, % at 10 µM | K562 CD11b/CD18 adhesion to fibrinogen, ATPlite luminescence; Mn2+ added to activate the integrin;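 active means primary inhibition of 50% or more at 10 µM, then 40% or more on retest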; further: some results filed as inactive read as strong as hits
ERa coact pot: enhances coactivator binding to human estrogen receptor alpha. 1.3% of 86,000 active. P03372. TR-FRET ERalpha-LBD/SRC-Cy5 coactivator binding, 2 h; 100 = basal binding, no effect. coactivator binding (% of control), % at 25.6 µM; in the data active means activity above about 200%;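 further: binding measured in presence of low estradiol as agonist stimulus; 0% = peptide alone without receptor and 100% = receptor with peptide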
Active calls of the source: *; nt = not tested or not shown; [ ] = another dose, or the depositor's remark. Not a hit list. About 4.7% of those tested had a hit in this group.

Molecule,ERa SRC1 inh,Rev-RRE block,ERa coact pot,CD11b adhes enh,ERb coact inh,FAK inh,Mac1 fbg inh,Plk1 PBD FP,PLK1 inh
COc1cc(C(=O)OCCN2CCOCC2)ccc1O,2,0,96,2,4,0,-12,-6,-12
O=C(CN1CCCN(Cc2ccc(F)cc2Cl)C1=O)NC1CCCCCC1,2,11,101,4,-2,1,1,-6,-10
COc1nc(OC)nc(N(C)CCO)n1,-3,nt,112,-1,2,nt,-3,nt,nt
CCCCn1c(CN2CCN(c3cccc(Cl)c3)CC2)nc2c1c(=O)n(C)c(=O)n2C,-10[fluorescence artefact?],9,85[fluorescence artefact?],-12,1[fluorescence artefact?],0,90,-7,2
Cc1noc(C)c1COC(=O)c1cc2c3ccccc3n(C)c2s1,-80[fluorescence artefact?],11,751*,2,-49,2,-1,-10,-6
COc1cc(C(=O)N2CC(C)OC(C)C2)c([N+](=O)[O-])cc1OC (stereo not drawn),nt,3,nt,-8,nt,1,0,11,-12
Cc1cnc(NC(=O)CCCSc2nc3ccccc3s2)s1,2,4,133,39,12,-2,-5,4,-10
COc1ccc(CNc2nc(NCc3ccc(OC)cc3)n(S(C)(=O)=O)n2)cc1,-7,5,107,-2,-5,0,18,-14,-11
N#Cc1nc(-c2ccccc2)oc1NCc1ccco1,3,10,97[fluorescence artefact?],2,5,21*,4,-6,3
O=C(COC(=O)c1cccnc1Nc1ccccc1F)NCCN1C(=O)CSC1=O,nt,7,nt,-6,nt,-2,-2,-1,-9
COc1ccccc1CNC(=O)C1CCN(S(C)(=O)=O)CC1,-22,10,119,-3,-25,-2,0,-4,-6
O=C(C1CCCN(S(=O)(=O)Cc2ccccc2)C1)N1CCC(Cc2ccccc2)CC1 (stereo not drawn),0,5,106,0,4,0,2,17,-3

7 of the entries above in order of the ERa coact pot value, highest first:
SMILES	ERa SRC1 inh	Rev-RRE block	ERa coact pot	CD11b adhes enh	ERb coact inh	FAK inh	Mac1 fbg inh	Plk1 PBD FP	PLK1 inh
Cc1noc(C)c1COC(=O)c1cc2c3ccccc3n(C)c2s1	-80[fluorescence artefact?]	11	751*	2	-49	2	-1	-10	-6
Cc1cnc(NC(=O)CCCSc2nc3ccccc3s2)s1	2	4	133	39	12	-2	-5	4	-10
COc1nc(OC)nc(N(C)CCO)n1	-3	nt	112	-1	2	nt	-3	nt	nt
COc1ccc(CNc2nc(NCc3ccc(OC)cc3)n(S(C)(=O)=O)n2)cc1	-7	5	107	-2	-5	0	18	-14	-11
O=C(C1CCCN(S(=O)(=O)Cc2ccccc2)C1)N1CCC(Cc2ccccc2)CC1 (stereo not drawn)	0	5	106	0	4	0	2	17	-3
O=C(CN1CCCN(Cc2ccc(F)cc2Cl)C1=O)NC1CCCCCC1	2	11	101	4	-2	1	1	-6	-10
COc1cc(C(=O)OCCN2CCOCC2)ccc1O	2	0	96	2	4	0	-12	-6	-12

Next part
Molecule,ERa SRC1 inh,Rev-RRE block,ERa coact pot,CD11b adhes enh,ERb coact inh,FAK inh,Mac1 fbg inh,Plk1 PBD FP,PLK1 inh
C=CCn1c(SCC(=O)NC(=O)NCC(C)C)nnc1C1CCCCC1,9,6,89,2,12[fluorescence artefact?],10,2,-4,-2
COc1ccc2[nH]c(C)c(C(=O)CN3CCN(C/C=C/c4ccccc4)CC3)c2c1,3,16,109[fluorescence artefact?],1,-6[fluorescence artefact?],4,14,2,-6
Cc1cc(N2CCN(c3ccccc3)CC2)n2c(n1)nc1ccccc12,6,12,101[fluorescence artefact?],-3,-4[fluorescence artefact?],4,-11,0,-9
OCc1ccc(O)c2ncccc12,-9,6,94,nt,-14,1,nt,7,2
O=C1C2CCCN2c2ccc(S(=O)(=O)N3CCOCC3)cc2N1Cc1cccc(C(F)(F)F)c1 (stereo not drawn),nt,10,nt,142*,nt,-7,1,0,-11
COc1ccc(-c2oc(NC(=O)CCl)c(C#N)c2-c2ccc(OC)cc2)cc1,7,4,56,4,55*[fluorescence artefact?],0,-25,0,-11
CCN(CC)CCN1C(=O)C(=O)/C(=C(/O)c2ccncc2)C1c1ccccc1 (stereo not drawn),-12,2,126[fluorescence artefact?],2,-8,-1,9,-14,-8
CCCCCCCCCc1nc(N)n[nH]1,nt,1,nt,-2,nt,0,-2,-21,-1
CCCCNC(=O)COC(=O)c1cc(S(=O)(=O)N2CCCCCC2)ccc1OC,nt,-5,nt,2,nt,0,8,0,-3
CCOC(=O)NC(NC(=S)Nc1ccccc1[N+](=O)[O-])C(Cl)(Cl)Cl (stereo not drawn),2,4,99,0,2,1,9,6,2
NC(=O)C(c1ccccc1)C1CCCC1 (stereo not drawn),23,3,112,nt,19,0,nt,5,-6
Cc1ccccc1-c1nc(CN2CCC(C(=O)NCC3CCCO3)CC2)c(C)o1 (stereo not drawn),1,1,135,3,3,-3,1,-16,21
COc1cc2c(C(=O)N3CCN(C4CCCCC4)CC3)cn(CC(C)C)c(=O)c2cc1OC,1,-2,106,-6,-6,-2,7,20,0
CCC(C)NC(=O)c1cn(C)c(=O)c2cc(OC)c(OC)cc12 (stereo not drawn),26[fluorescence artefact?],nt,103,4,-9,nt,-15,nt,nt
O=C(O)c1ccc(NC(=O)C2C3CCC(C3)C2C(=O)O)cc1 (stereo not drawn),-4,5,103,0,-1,1,-2,-6,-4
Cn1c(C(=O)N2CCCC(C(=O)NCCCSC3CCCCC3)C2)cc2sccc21 (stereo not drawn),3[fluorescence artefact?],-4,91,1,0[fluorescence artefact?],-2,-7,4,-9
Cn1nc(OC(=O)Nc2cccc(Cl)c2)cc1C(F)(F)F,4[fluorescence artefact?],2,124,-3,-2[fluorescence artefact?],-1,-21,-21,-1
CCc1noc(C)c1C(=O)N1CCCC1,0,7,118,3,0[fluorescence artefact?],6,-48,7,-9
Cc1cc(=O)c2ccccc2[nH]1,3[fluorescence artefact?],2,115,nt,-3[fluorescence artefact?],-2,nt,-3,-8
COc1ccc(-c2nc(CSCC(=O)N3CCc4ccccc43)c(C)o2)cc1OC,1,5,105,nt,-4,2,nt,-6,0
CC(=O)c1cccc(NS(=O)(=O)c2cc(OCC(N)=O)c(C)cc2Cl)c1,-1,7,119[fluorescence artefact?],-1,-7,13,0,-5,-11
Cc1cccc(NC(=O)CSc2nc(N)cc(N)n2)c1,-5,4,112,nt,-4,1,nt,-10,-1
O=C(CC1Nc2ccccc2NC1=O)NCCc1ccccc1 (stereo not drawn),-8,6,97,4,-4,2,-21,10,-6
Cc1cccc(-n2c(N)cc(=O)nc2SCC(=O)Nc2nnc(CC(C)C)s2)c1,9,3,106,-4,-7[fluorescence artefact?],-1,-29,8,-9
COc1ccc2c(=O)c3c(=O)n(Cc4ccco4)c(-c4ccccc4)nc3oc2c1,14,12,109,0,42[fluorescence artefact?],2,-5,36,-18
COc1cc(C(=O)Sc2ccc(C)cc2)cc(OC)c1OC,nt,7,nt,-3,nt,-7,-9,-17,-13
COc1cccc(OC)c1OCCN1CCN(C(=O)c2ccco2)CC1,-2,7,135,3,19[fluorescence artefact?],-1,-17,-10,-2
O=C(Cc1cccs1)Nc1nnc(SCC(=O)N2CCCCC2)s1,8[fluorescence artefact?],6,98[fluorescence artefact?],4,2[fluorescence artefact?],1,-15,7,-8
CCOC(=O)C1CCCN(c2c(NCCN3CCCCC3CC)c(=O)c2=O)C1 (stereo not drawn),-12,8,113,-4,-5,-1,-6,-14,-4
O=C(Nc1nccs1)C1CCCN(S(=O)(=O)c2cccnc2)C1 (stereo not drawn),-2,10,140,0,-6,6,3,5,8
COCCn1nnnc1C(c1ccc(C(F)(F)F)cc1)N1CCOCC1 (stereo not drawn),-5,6,104,2,-18,4,11,-26,-2
CCOC(=O)Cc1csc(NC(=O)C(C)(C)C)n1,-7,9,107,-2,-4[fluorescence artefact?],-4,-21,0,-8
COC(=O)c1sc(NC(=O)COc2ccccc2)nc1C,-5,4,116,-1,-7,1,-7,-1,9
CN1CCN(C2=C(Cl)C(=O)N(c3ccc(Cl)cc3)C2=O)CC1,-7,nt,86,0,-6,nt,-5,nt,nt
O=S(=O)(c1ccc2c(c1)OCCO2)N1CCN(c2nc3ccccc3s2)CC1,nt,-2,nt,-3,nt,-2,7,-7,-9
CCOC(=O)C1CCCN(C2CC(=O)N(c3ccc(C)c(C)c3)C2=O)C1 (stereo not drawn),-2,0,110,0,-7,-1,-18,-11,-7
CC(C)(C)C(=O)NC1CCN(S(C)(=O)=O)CC1,-30,3,80,nt,-31,1,nt,-3,-5
O=c1c2ccccc2sn1-c1ccccc1,nt,10,nt,-8,nt,1,86,15,-6
CCCCOc1ccc(CN2CCC(O)CC2)cc1,-3,5,125,nt,4,3,nt,8,4
COc1ccccc1-c1noc(-c2ccccc2)n1,3,4,110,nt,-7[fluorescence artefact?],-4,nt,-5,-13
O=C(Nc1ccccn1)C1(c2ccccc2)CCCC1,nt,-1,nt,3,nt,2,14,15,-2
CC(C)C(NC(=O)c1cccc(S(=O)(=O)N2CCOCC2)c1)C(=O)NCCc1ccccn1 (stereo not drawn),-8,3,115,-3,0,-7,-3,2,6
CCc1cccc(C)c1N(C(=O)Cn1c(COC)nc2ccccc21)C(C)COC (stereo not drawn),15[fluorescence artefact?],5,100,-1,2,-3,-21,-5,-5
COc1ccc(-c2cc(C(F)(F)F)n3nc(C(=O)N4CCOCC4)nc3n2)cc1,nt,4,nt,-2,nt,5,-14,28,-25
CC(CC(C)C(=O)N1CCOCCN(C(=O)C(C)CC(C)C(=O)O)CCOCC1)C(=O)O (stereo not drawn),-7,6,122,0,2[fluorescence artefact?],1,19,-26,-10
Cc1ccc(-c2c3c(=O)n(C)c(=O)n(C)c3cn2CCCN2CCOCC2)cc1,nt,1,nt,7,nt,-3,-14,-4,-12
CCOC(=O)N1CCC(n2c(SCC(=O)NCCC3=CCCCC3)nc3ccccc3c2=O)CC1,3[fluorescence artefact?],6,102,0,9[fluorescence artefact?],11,5,-9,-5
